# Yfh1-off respiration: enhancers of respiration in Yfh1-depleted yeast, dose response, Friedreich's ataxia, plus single-dose screen (AID 1465) | S. cerevisiae Yfh1-off respiration, WST-1 reduction, 72 h; higher fold induction means a stronger effect | fold induction at 50 µM, or EC50 in µM where a hit was titrated | 220,000 compounds, 0.074% hits;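 active = fold induction of absorbance versus untreated yeast above a set limit, then at least 30% activation at any dose in follow-up; inconclusive = repeats straddling the limit, or above it without dose testing; inactive = fold induction below the set limit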;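 also: activators that raise dye reduction in frataxin-depleted yeast; strong numbers were not always called active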
# HEK293 NOD2/NF-kB: NOD2 signaling inhibitors, cell-based, luminescence, uHTS, HEK293 (AID 1566); 290,000 compounds, 0.63% hits; HEK293 NOD2/NF-kB luciferase reporter, luminescence; higher % means a stronger effect; inhibition, % at 4 µM; hits with a dose series show EC50 in µM; in the data active = inhibition above about 50%; also: many of its hits are not listed in these tables
# Ins promoter up: MIN6 insulin promoter up-regulation; 190,000 compounds, 0.3% hits; MIN6 insulin promoter-GFP reporter, high-content imaging; active compounds read high; AID 1625; z-score at 5 µM;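 active = z-score above 3 at 5 µM with at least 500 cells counted in the well; inconclusive = wells under 500 cells, flagged as cytotoxic or low count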
# bCat nuc transl: modulators of beta-catenin nuclear translocation. nuclear translocation activity, % at 5 µM. HeLa beta-catenin nuclear translocation, immunofluorescence imaging. 190,000 compounds, 0.3% hits;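 active = nuclear translocation activity above 50% at 5 µM, with a well cell count of 50 or more; inconclusive = wells under 50 cells across six images, flagged as toxic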;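 also: per-cell ratio of nuclear to cytoplasmic median beta-catenin stain intensity; plate controls were DMSO negative control for no effect and GSK-3 inhibitor IX positive control for full effect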
#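 Test system: human HeLa cells, native beta-catenin. Compound dosing: 5 µM primary single dose, 0.1% DMSO, 0.02–20 µM confirmation series. Incubation: compound exposure 24 h at 37°C. Detection: beta-catenin immunostaining with DAPI counterstain, 20x imaging, 6 fields/well. Read-out basis: Nuclear/cytoplasmic beta-catenin signal ratio, % activation.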
# WT yeast gro inh: growth inhibition of WT yeast, mitochondrial fusion screen | inhibition, % at 10 µM | 190,000 compounds, 2.1% hits | mitochondrial fusion phenotypic screen, WT strain | AID 1362; in the data active = inhibition above about 58%; tested in S. cerevisiae
# Autophagy mod: autophagy modulation, high-content screen; calls only at 10 µM (by protocol); 190,000 compounds, 0.98% hits; MEF GFP-LC3 puncta imaging; test concentration mostly 10 µM;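 active = percentage of spot-positive cells more than 3 SD above its plate mean, without a fluorescence outlier flag or 80% toxicity; inconclusive = no clear call, values can overlap the other calls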;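 also: spot-positive cell cutoff set from DMSO-treated cells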
# MT stabilizer: stabilizes microtubules in HeLa cells; HeLa tubulin immunostaining HCS, 24 h; share of cells brighter than vehicle mean+2SD; % tubulin-high responders, % at 10 µM; 200,000 compounds, 0.83% hits; AID 2205;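 active = plate Z-score above 3 for both tubulin-high and condensed-nucleus cell shares, with cell loss under 80%, at 10 µM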;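 also: anti alpha tubulin signal scored within the nucleus-defined area of each cell; some results filed as inactive read as strong as hits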
# Hep lipid drop: modulators of hepatic lipid droplet formation; inhibition, % at 6.5 µM; 240,000 compounds, 0.4% hits; AML12 mouse hepatocytes, oleate lipid droplets, BODIPY imaging;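 active = lipid droplet intensity inhibited by at least 50%, with more than 500 cells counted; inconclusive = wells with under 300 cells, treated as cytotoxic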
#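 Assay system: AML12 mouse liver cells | Compound dosing: One dose, 6.5 µM compound | Read-out basis: Droplet intensity reduction, % inhibition | Measured by: Fluorescence imaging, 20x objective, two fields per well | Schedule: Overnight treatment with compound plus oleate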
# Dynein cargo inh: blocks dynein driven cargo transport along microtubules. 3617.4 mouse cells, GR-EGFP nuclear translocation imaging; test concentration mostly 20 µM; stimulated with dexamethasone, 1 µM; active compounds read low. z-score, hits read low. 220,000 compounds, 0.47% hits;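 active = plate z-score of nuclear minus cytoplasmic receptor signal below a set negative limit, without overly bright fluorescence or cell loss, cut at about -3.5 in these data, passing the limit was not always enough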;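 also: z-score of nuclear minus cytoplasmic ring GR-EGFP intensity difference per well; some compounds called inactive have numbers as strong as hits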
#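 Also added: dexamethasone, 1.0 µM final. Medium: tet-free, stripped-serum medium. Detection: fixed, Hoechst-stained cells imaged at 10x for EGFP. Read-out: nuclear-to-cytoplasmic GR-EGFP distribution per well. Times: induction 48 h, compound 1 h, agonist 30 min.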
# WT yeast gro inh mutant strain: also measured in WT yeast gro inh; calls as there; inhibition, %; mitochondrial fusion phenotypic screen, mutant strain inhibition
# Dynein cargo inh cytoplasmic EGFP: second read-out of Dynein cargo inh, no call of its own (marks repeat the call); z-score; measured here: cytoplasmic GR-EGFP intensity; active compounds read high
# Dynein cargo inh nuclear GR-EGFP: further read-out of Dynein cargo inh, marked with its call; z-score; measured here: nuclear GR-EGFP intensity;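 lower value marks the stronger effect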
# Dynein cargo inh cell count: second read-out of Dynein cargo inh, no call of its own (marks repeat the call); z-score; measured here: cell count per field
# Ins promoter up cell count: second read-out of Ins promoter up, no call of its own (marks repeat the call); cell count; measured here: cytotoxicity, nuclei count;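 total cells summed across four imaged fields per well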
# Hep lipid drop cells 6.5 µM: further read-out of Hep lipid drop, marked with its call; cell count; measured here: cell count, cytotoxicity flag;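 cells counted across two imaged fields per well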
# bCat nuc transl cell count 5 µM: also measured in bCat nuc transl; calls as there; cell count; measured here: cell count, cytotoxicity flag
# MT stabilizer Hoechst-high %: recorded beside MT stabilizer, whose call it bears; % Hoechst-high responders; measured here: nuclear condensation Hoechst responders;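 share of cells brighter than vehicle mean plus two SD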
# MT stabilizer cytotoxicity %: also measured in MT stabilizer; calls as there; toxicity, %; measured here: cytotoxicity by cell density;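 0% = mean cell density of plate MIN control wells and 100% = no cells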
# Autophagy mod cell loss 18 h: further read-out of Autophagy mod, marked with its call; toxicity, %; measured here: cell loss, nuclei count;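 cell loss after 18 h compound exposure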
# Numbers without * were called inactive; i = inactive; ? = inconclusive; . = no result given. These rows are one share of the data, so the mix of outcomes need not match the whole.
SMILES,Yfh1-off respiration,HEK293 NOD2/NF-kB,Ins promoter up,Ins promoter up cell count,bCat nuc transl,bCat nuc transl cell count 5 µM,WT yeast gro inh,WT yeast gro inh mutant strain,Autophagy mod,Autophagy mod cell loss 18 h,MT stabilizer,MT stabilizer Hoechst-high %,MT stabilizer cytotoxicity %,Hep lipid drop,Hep lipid drop cells 6.5 µM,Dynein cargo inh,Dynein cargo inh cytoplasmic EGFP,Dynein cargo inh nuclear GR-EGFP,Dynein cargo inh cell count
Cc1ccc(NC(=O)C(=O)NCCc2c[nH]c3ccccc23)cc1C,i,-22%,0.29,1647,1.1,919,-8,-23,i,15,2.2,1.1,6.2,4,671,0.14,-0.3,0.29,-0.074
O=C1C(Cl)=C(NS(=O)(=O)c2ccc([N+](=O)[O-])cc2)C(=O)c2ccccc21,?,46%,0.63,1015,0.1,1336,.,.,.,.,.,.,.,-3,689,-3.9*,0.42*,-1.5*,-0.34*
CCN(CC)S(=O)(=O)c1ccc(C(=O)OCC(=O)Nc2ccc(-c3nc4ccc(C)cc4s3)cc2)cc1,i,-132%,1.1,1310,.,.,-34,16,i,-9,7.2,3.3,8.3,16,674,-0.48,-0.25,-0.57,0.36
CCOC(=O)c1ccc(COC(=O)c2ccc3c(c2)-c2ccccc2C3=O)cc1,i,17%,-0.09,1385,-0.4,1420,8,6,i,3,2.2,1.3,5.6,.,.,0.5,-0.22,0.082,0.39
OC(COCc1cccs1)CN1CCN(c2cccc(Cl)c2)CC1 (stereo not drawn),i,2%,?,.,.,.,-18,16,i,0,3.8,3.4,6.3,-11,628,0.035,-0.28,-0.42,-0.24
CCCCCCn1c(N2CCC(C(N)=O)CC2)nc2c1c(=O)n(C)c(=O)n2C,i,2%,0.23,1252,-3.6,901,12,5,i,12,2.0,1.8,9.9,.,.,-0.4,-0.086,-0.045,0.54
CC1=C(C(=O)OCC(Cl)(Cl)Cl)N2C(=O)C(NC(=O)Cc3ccccc3)C2SC1 (stereo not drawn),i,-24%,0.62,1453,-2.0,991,28,9,i,-12,1.7,1.7,5.1,19,785,-1.3,0.017,-0.53,0.59
Cc1ccc(S(=O)(=O)n2c3ccc(F)cc3c3nc(C)sc32)cc1,i,-15%,-0.04,1371,0.1,962,78*,36*,i,-4,4.9,5.4,4.7,-3,669,-0.99,-0.33,-0.72,0.41
Cc1ccccc1NC(=O)CCC(=O)OCC(=O)c1cccc([N+](=O)[O-])c1,i,2%,0.15,1494,1.7,1522,2,-11,i,13,2.2,3.0,9.1,4,708,-0.66,-0.41,-0.82,1.1
O=C(CN(Cc1ccc2c(c1)OCO2)C(=O)CSc1nc2ccccc2o1)NC1CCCCC1,i,-46%,0.32,1154,0.8,1162,-1,-6,i,2,4.6,2.8,8.0,5,735,-0.5,0.46,-0.75,-0.28
COc1ccccc1NC(=O)c1nn(-c2ccc(F)c(F)c2)ccc1=O,i,4%,-0.42,1509,-2.7,852,-4,-14,i,39,3.5,3.9,20,.,.,-0.33,-0.13,-0.53,0.68
Cc1nnc(NC(=O)CSc2ccc(-c3cccnc3)nn2)s1,i,4%,0.66,1114,-0.9,1174,9,-14,i,-3,2.3,2.1,4.8,3,734,0.14,-0.031,0.037,-0.46
O=C(Nc1nccs1)c1c(O)c2cccc3c2n(c1=O)CCC3,i,14%,-0.28,1145,0.7,1135,26,12,i,-5,2.9,1.6,1.5,.,.,0.51,-0.24,0.26,0.43
O=C(Cn1cnc2ccccc2c1=O)N1CCN(c2ccccc2)CC1,i,3%,.,.,3.0,491,-11,7,i,-1,4.1,1.5,0.2,8,754,-0.37,-0.25,-0.44,0.63
Cc1ccc(NC(=O)C2CC=CCC2C(=O)N2CCCCC2)cc1 (stereo not drawn),i,-14%,-0.17,1674,1.0,1002,-8,-1,i,4,2.6,1.8,4.2,11,559,0.59,-0.27,-0.47,0.96
CCOC(=O)c1cc(CNC(=O)c2c(C)oc3c2CCCC3)c(C)o1,i,5%,0.44,1236,3.4,684,6,-11,i,10,2.1,1.5,1.6,.,.,-0.71,-0.19,-0.36,0.44
CCN(C(=O)CSC1=Nc2ccccc2C2CC=NN12)C1CCS(=O)(=O)C1 (stereo not drawn),i,7%,.,.,-1.0,1086,3,6,i,3,4.0,1.5,3.9,-2,710,-0.41,0.69,-0.1,-0.41
O=C(c1ccc(COc2ccccc2Cl)o1)N1CCCC1,i,9%,0.65,1224,-7.8,1184,14,18,i,-4,1.5,1.4,5.8,0,744,-0.27,-0.25,0.14,0.57
Cc1ccc(NC(=O)/C(C#N)=C/c2cn(CC(=O)NCc3ccco3)c3ccccc23)cc1C,?,-15%,0.96,1446,0.2,944,1,-5,i,-2,2.9,1.9,11,-2,707,0.45,-0.14,0.11,0.93
COc1ccccc1CNC(=O)C(CC(C)C)NC(=O)C1CCC(C)CC1 (stereo not drawn),i,0%,.,.,.,.,11,15,i,-7,2.7,1.3,9.0,21,827,-0.33,-0.075,0.033,0.46
CCN1CCN(C(=O)CCc2nnc(CCCCc3ccccc3)o2)[C@@H](C)C1=O,i,9%,-0.4,1413,0.1,980,-21,-14,i,-10,.,.,.,-8,703,-0.77,-0.37,-0.1,0.51
Cc1nc(C#N)c(N/N=C/c2cccc(Cl)c2)o1,.,-42%,-0.98,1300,0.3,549,7,-21,i,20,2.0,1.1,0.8,.,.,-0.72,-0.11,0.37,-0.069
CN(C)c1ccc(C(=O)NC2(N3CCC3=O)CCCC2)cc1,i,-10%,0.72,1313,-0.3,1530,-12,-19,i,21,1.7,1.4,9.3,14,652,1.5,-0.28,0.71,-0.54
C=CCNCCOCCOc1ccc(C)cc1Br,i,-17%,0.23,1279,-0.6,903,-4,27,i,-13,2.5,1.7,8.2,-1,707,0.5,-0.23,0.37,-0.037
CC1CCN(CC(=O)Nc2cc(C(F)(F)F)ccc2Cl)CC1,i,7%,0.64,1354,0.5,509,-2,-5,i,1,2.6,3.0,9.7,22,773,0.09,-0.32,-0.31,0.8

# Looked up above:
# Result for O=C(Cn1cnc2ccccc2c1=O)N1CCN(c2ccccc2)CC1 under Hep lipid drop cells 6.5 µM: 754
# Result for OC(COCc1cccs1)CN1CCN(c2cccc(Cl)c2)CC1 (stereo not drawn) under Dynein cargo inh cell count: -0.24

# Further results follow:
SMILES,Yfh1-off respiration,HEK293 NOD2/NF-kB,Ins promoter up,Ins promoter up cell count,bCat nuc transl,bCat nuc transl cell count 5 µM,WT yeast gro inh,WT yeast gro inh mutant strain,Autophagy mod,Autophagy mod cell loss 18 h,MT stabilizer,MT stabilizer Hoechst-high %,MT stabilizer cytotoxicity %,Hep lipid drop,Hep lipid drop cells 6.5 µM,Dynein cargo inh,Dynein cargo inh cytoplasmic EGFP,Dynein cargo inh nuclear GR-EGFP,Dynein cargo inh cell count
N/C(=N\OS(=O)(=O)c1ccccc1)c1cccnc1,i,9%,0.08,1256,4.9,440,-1,9,i,6,3.3,3.5,2.1,6,641,-0.26,-0.23,-0.2,0.97
CCC(CCC(=O)Nc1cccc(C(=O)O)c1)C(=O)O (stereo not drawn),i,7%,1.2,1156,-1.5,1153,1,-23,i,-3,4.2,2.8,7.1,12,733,-0.24,-0.2,-0.18,0.34
COc1ccccc1/C=N/NC(=O)c1ccc(-c2ccccc2)cc1,i,7%,-0.02,1531,-2.6,1134,24,0,i,-11,11,3.5,16,-30,703,-0.23,-0.25,-0.15,0.6
CCN(CC)c1c([N+](=O)[O-])c(=O)n(C)c2ccccc12,i,5%,-0.58,1208,-1.3,1159,1,2,i,16,3.3,0.9,4.3,-24,713,-0.63,-0.28,-0.22,1.1
CCOC(=O)c1c(N)c(C#N)nn1-c1ccccc1C(=O)OC,i,10%,-0.76,1249,-1.9,1078,16,23,i,-5,2.6,0.9,3.2,4,688,0.24,-0.27,0.13,0.67
Nc1cc(-c2ccccc2)nn1Cc1ccc(Cl)cc1,i,12%,-0.77,1376,-2.2,1370,-8,-6,i,14,1.6,1.9,6.6,.,.,0.64,-0.21,0.97,0.46
Cc1cc(Oc2ccccc2)nc(-c2ccccc2O)n1,i,13%,1.2,1414,-5.6,1012,7,14,i,19,3.5,2.4,6.3,.,.,-0.8,-0.25,-0.094,0.22
CCn1cc(/C=N/NC(=O)c2ccc(C#N)cc2F)c2ccccc21,i,14%,-0.6,924,-5.4,1284,21,-36,i,33,1.6,0.9,5.2,-3,749,1,-0.23,1,1.2
CC(NC(=O)c1noc2c1CCCC2)c1ccccc1 (stereo not drawn),i,4%,-0.24,1457,2.7,1386,1,-7,i,1,2.6,0.8,2.6,.,.,-0.085,0.088,-0.11,-0.23
CC(=O)CC(=O)Nc1ccn(-c2ccccc2)n1,i,-22%,0.99,945,.,.,-4,10,i,-37,3.4,2.5,1.2,14,790,0.6,-0.19,0.13,0.25
c1cnc2c(SCc3ccc(-c4nnco4)cc3)cccc2c1,i,-20%,-1.2,1531,0.1,759,12,-5,i,6,5.6,2.6,6.8,.,.,0.012,-0.21,0.3,-0.072

# Assay outcomes as filed in PubChem.
